Mcl-1 Bim block – inhibitors of Bim-Mcl-1 interaction, human. Q07820. Bead-based flow cytometry, Bim peptide-Mcl-1 binding. inhibition, % at 10 µM. hit rate 0.1% among 190,000;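 also: 0% = no compound tracer wells and 100% = peptide blocker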
RGS4-Gao reg – modulates binding of RGS4 to human Galphao. P09471. binding response (% of control), % at 10 µM. Multiplexed bead flow cytometry; actives lie on both sides. hit rate 0.33% among 220,000; in the data active = binding response below about 49% or above about 150%; inactive = in between;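 also: fluorescent Galphao activated with aluminum fluoride binding bead-coupled RGS4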
Target sequence (P09471 whole entry, looked up): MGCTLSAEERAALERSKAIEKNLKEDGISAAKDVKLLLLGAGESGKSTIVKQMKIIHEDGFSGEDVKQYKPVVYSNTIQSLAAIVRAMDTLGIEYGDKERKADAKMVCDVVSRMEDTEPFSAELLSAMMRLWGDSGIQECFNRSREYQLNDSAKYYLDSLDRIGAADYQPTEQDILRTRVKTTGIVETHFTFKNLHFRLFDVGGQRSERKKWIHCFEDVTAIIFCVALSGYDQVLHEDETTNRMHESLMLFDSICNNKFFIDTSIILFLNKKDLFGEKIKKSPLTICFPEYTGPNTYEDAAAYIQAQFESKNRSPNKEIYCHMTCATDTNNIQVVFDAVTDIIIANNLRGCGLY
GSH fluor – GSH bead compound fluorescence profile | GSH beads flow cytometry, compound fluorescence 488/530 nm; hits give high values | fluorescence (KMESF) at 10 µM | hit rate 0.25% among 190,000 | AID 1776; in the data active = fluorescence above about 89;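 also: glutathione beads carrying GST-tagged Bcl family fusion proteins plus one bare bead set; values are compound well signal with DMSO vehicle wells as background; inactives centre near 16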
Bim-Bcl-W – inhibitors of Bim-Bcl-W interaction, human. Q92843. bead-based flow cytometry, Bim peptide-Bcl-W binding. inhibition, % at 10 µM. hit rate 0.02% among 190,000;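 also: 0% = bound tracer without compound and 100% = peptide blocker; higher means less fluorescent Bim peptide bound to Bcl-W beads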
Target sequence (Q92843 whole entry, looked up): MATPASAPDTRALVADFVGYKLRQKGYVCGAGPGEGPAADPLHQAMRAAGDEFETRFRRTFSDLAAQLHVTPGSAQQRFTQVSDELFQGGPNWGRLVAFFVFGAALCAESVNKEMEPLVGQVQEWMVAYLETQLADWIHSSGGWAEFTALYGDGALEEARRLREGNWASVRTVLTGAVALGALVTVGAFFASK
RGS8-Gao – regulators of human RGS8-Galphao interaction; multiplexed bead flow cytometry, RGS8-Galphao binding; actives lie on both sides; response (percent of control binding), % at 10 µM; hit rate 0.34% among 220,000; AID 1423; in the data active = response below about 60% or above about 140%; inactive = in between;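 also: Galphao activated as the GDP aluminium fluoride complex binding bead-coupled RGS8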
Bim-Bcl-XL – inhibitors of Bim-Bcl-XL interaction, human; AID 1007; Bim peptide-Bcl-XL binding, bead flow cytometry, fluorescence; Q07817; inhibition, % at 10 µM; hit rate 0.04% among 190,000
RGS7-Gao – human RGS7-Galphao interaction regulation. Multiplexed bead flow cytometry, RGS7-Galphao binding; actives lie on both sides. binding response (% of control), % at 10 µM. hit rate 0.35% among 220,000. AID 1439; in the data active = binding response below about 49% or above about 150%; inconclusive = no clear call, values can overlap the other calls; inactive = in between;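 also: fluorescent Galphao held in activated GDP-AlF4 state binding bead-coupled RGS7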
Bcl-B Bim block – disrupts Bim peptide binding to human Bcl-B. inhibition, % at 10 µM. bead-based flow cytometry. hit rate 0.073% among 190,000. Q9HD36;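 also: 0% = tracer peptide without compound and 100% = reference inhibitor peptide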
Target sequence (Q9HD36 whole entry, looked up): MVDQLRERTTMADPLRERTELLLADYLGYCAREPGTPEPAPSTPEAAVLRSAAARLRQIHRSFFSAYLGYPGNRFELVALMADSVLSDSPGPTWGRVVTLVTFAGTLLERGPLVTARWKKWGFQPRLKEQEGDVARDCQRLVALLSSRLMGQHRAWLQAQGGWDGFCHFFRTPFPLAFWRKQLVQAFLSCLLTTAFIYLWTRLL
Mcl1-Bid inh – Mcl-1/Bid interaction inhibition. TR-FRET Mcl-1/Bid-Dy647 peptide binding, 1536-well. hit rate 0.97% among 220,000. AID 1021. inhibition, % at 21.7 µM;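 active = compounds that cut the binding signal by more than half at the single screening dose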;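 also: His-tagged Mcl-1 with europium anti-His antibody binding Bid BH3 peptide; 0% = Mcl-1 plus peptide wells and 100% = peptide-only wells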
Bcl-2 Bim block – disrupts Bim peptide binding to human Bcl-2; P10415; Bead-based flow cytometry, Bim peptide-Bcl-2 binding; inhibition, % at 10 µM; hit rate 0.06% among 190,000; AID 950; in the data active = inhibition above about 40%; inconclusive = no clear call, values can overlap the other calls;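 also: 0% = no compound wells with probe peptide and 100% = reference peptide inhibitor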
Target sequence (P10415 whole entry, looked up): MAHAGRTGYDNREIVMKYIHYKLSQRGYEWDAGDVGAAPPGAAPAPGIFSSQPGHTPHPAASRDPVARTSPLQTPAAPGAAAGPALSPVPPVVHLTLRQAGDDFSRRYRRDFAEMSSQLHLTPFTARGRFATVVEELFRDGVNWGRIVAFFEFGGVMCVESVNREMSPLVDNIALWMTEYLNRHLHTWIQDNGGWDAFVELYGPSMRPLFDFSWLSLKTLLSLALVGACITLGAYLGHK
Bfl-1 Bim block – inhibitors of Bim-Bfl-1 interaction, human. Q16548. Bead-based flow cytometry, Bim-Bfl-1 binding inhibition. inhibition, % at 10 µM. hit rate 0.12% among 190,000. AID 1008;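 also: 0% = wells without compound plus tracer and 100% = blocker peptide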
* hit, by the source's call; ? = inconclusive; & = joins results of further samples; [ ] = another dose, or the depositor's remark. Rule as the data show it, unless noted: active = inhibition above about 40%. Hits appear at their usual frequency; overall some 1.8% were active at least once.

Mcl-1 Bim block	RGS4-Gao reg	GSH fluor	Bim-Bcl-W	RGS8-Gao	Bim-Bcl-XL	RGS7-Gao	Bcl-B Bim block	Mcl1-Bid inh	Bcl-2 Bim block	Bfl-1 Bim block	smiles
0	108	11	1	128	0	107	-3	8	0	0	O=C(CCC(=O)Nc1ccc(Cl)cc1Cl)NNC(=O)[C@@H]1CCCC[C@@H]1C(=O)O
0	93	18	-1	93	0	94	0	-8	0	2	CCOC(=O)C1=C(C)N(Cc2ccccc2)C(=O)NC1c1ccc(OC)cc1 (configuration not stated)
0	101	14	0	98	-2	?	-8	-23	-1	-5	O=c1c2nccnc2[nH]c(=S)n1Cc1ccccc1Cl
-2	102	26	-1	99	-2	99	-4	-59	0	-1	Cc1ccc(C)c(NS(=O)(=O)c2cc(C(=O)N3CCc4ccccc4C3)ccc2Cl)c1
1	98	23	2	101	1	97	-16	-46	0	2	CCOc1cc2[nH]c(=S)n(C3CCN(Cc4ccccc4)CC3)c(=O)c2cc1OCC
-2	99	52	1	101	-9	100	-11	-8	-8	-5	COC(=O)CSc1nc2c(c(=O)[nH]c(=O)n2C)n1CCC(C)C
0	91	28	0	98	-6	95	-5	-30	-10	-10	O=C(Nc1ccccc1N1CCN(C(=O)c2ccc(Cl)cc2)CC1)c1cccnc1
0	107	31	3	116	5	105	2	-11	1	4	COC(=O)C1CCCN1C(=O)c1cccs1 (configuration not stated)
0	95	54	-2	99	-6	95	-4	-13	1	-9	CC(C)(C)OC(=O)NCCc1nnc(SCC(N)=O)o1
1&3	87&98	19&23	0&6	95&97	0&5	90&98	-1&2	-50&11	1&7	1&5	CCOC(=O)c1c(CN2CCOCC2)n(C)c2cc(Br)c(O)c(CN(C)C)c12
0	106	7	2	83	0	101	-1	-65	3	3	CCNc1ccc(S(=O)(=O)N(C)C)cc1NCC(=O)Nc1ccc(F)c(Cl)c1
0	103	18	-3	101	-2	102	32	-23	-1	-1	Fc1ccc(C2=Nn3c(Cc4ccccc4F)nnc3SC2)cc1
1	101	26	0	95	0	101	-1	5	7	5	COc1ccc(NC(=O)c2c(F)c(F)c(F)c(F)c2F)cc1Cl
0	97	6	1	101	1	100	-1	-32	2	2	COc1ccc(N=Nc2[nH]c3ccc(C)cc3c2O)cc1
-3	99	17	0	103	-7	100	-8	23	-6	-11	CCOc1ccc(-c2n[nH]c(C)c2Oc2ccc(OC)cc2)c(O)c1
-2	89	12	-1	94	-1	88	-2	4	2	0	COCC(=O)N(Cc1cc2cc(OC)ccc2[nH]c1=O)c1ccccc1OC
4	103	4	2	100	-2	104	-3	-35	0	-9	Cc1ccc(-c2noc(CCC(=O)NCc3ccco3)n2)cc1
-2	103	27	0	102	-1	?	-2	-5	0	-4	CCC(=O)OCC(=O)Nc1cc([N+](=O)[O-])ccc1Cl
-2	100	15	-2	98	-1	97	0	-13	-1	-2	Nc1nnc(CCc2ccccc2)s1
-4	107	6	-8	103	-2	103	-3	-19	2	6	CC(C)Nc1nc(NC(C)C)nc(N(C)n2cnnc2)n1
-2	101	13	-2	99	-1	94	-1	-13	-1	-5	O=C(O)C1(P(=O)(c2ccc(Cl)cc2)c2ccc(Cl)cc2)CCCC1
0	96	12	1	94	0	98	4	13	1	2	COc1ccc(/C=N/NC(=O)C(=O)NCc2cccnc2)cc1
0	96	19	-1	98	0	96	-1	-3	-1	0	Cc1cc(C)n(C(=O)CCC2COc3ccccc3O2)n1 (configuration not stated)
-1	107	30	1	100	-6	104	-5	2	-9	-11	COc1ccc(CCNC(=O)CN(C2CCCCC2)S(C)(=O)=O)cc1
-4	100	13	-3	98	-2	96	-5	-10	-1	-7	CC1(C)CN(c2cccc(C#N)c2)C1=O

The closing two compounds of the section before are carried over, then new ones follow.
Mcl-1 Bim block	RGS4-Gao reg	GSH fluor	Bim-Bcl-W	RGS8-Gao	Bim-Bcl-XL	RGS7-Gao	Bcl-B Bim block	Mcl1-Bid inh	Bcl-2 Bim block	Bfl-1 Bim block	smiles
-1	107	30	1	100	-6	104	-5	2	-9	-11	COc1ccc(CCNC(=O)CN(C2CCCCC2)S(C)(=O)=O)cc1
-4	100	13	-3	98	-2	96	-5	-10	-1	-7	CC1(C)CN(c2cccc(C#N)c2)C1=O
0	102	41	-3	104	-3	100	-6	-22	-10	-13	C(=N\n1cnnc1)/c1ccc2c(c1)OCO2
-2	103	25	0	103	-7	99	-7	-7	-11	-14	Cc1ccc(S(=O)(=O)Nc2cc(C(C)C)c(O)cc2C)cc1
-4	107	15	-1	126	-4	110	0	-4	-7	-10	Cc1ccc(NC(=O)c2cn(CCC#N)nc2-c2cccs2)c([N+](=O)[O-])c1
-3	99	18	-3	98	-4	102	-6	1	-2	-1	COc1cccc(COCCN2CCN(S(=O)(=O)c3ccc(C)cc3)CCC2=O)c1
-2	105	32	2	105	0	106	-1	18	2	0	COc1ccc(N(CC(=O)N2CCCCC2)S(=O)(=O)c2ccccc2)c(OC)c1
-3	105	25	-2	102	-6	102	-6	-39	-2	-3	COc1ccc(N2CCN(C(=O)c3ccc(OCc4c(C)noc4C)c(OC)c3)CC2)cc1
4	102	11	2	101	-2	98	-4	-4	-6	-4	O=C(Nc1cccc(S(=O)(=O)N2CCOCC2)c1)c1ccco1
-11	140	16	-3	143*[activator]	-5	133	-4	-26	-6	-5	N#Cc1nc(COc2ccc(Br)cc2)oc1NCCN1CCOCC1
-4	184*[activator]	32	-1	127	-2	165*[activator]	-9	-5	-9	-16	CCCCOC(=O)Cn1c(=N)n(CCN(CC)CC)c2ccccc21
-2	101	12	0	104	-3	101	-4	1	-3	-8	CCn1c(SCC(=O)N/N=C(\C)c2ccncc2)nnc1-c1ccccc1
-3	106	18	1	106	-1	110	-3	-2	0	0	Cn1c(C(=O)N2CCCc3ccccc32)cc2sccc21
-5	106	22	-2	77	7	102	-1	-17	1	-1	S=c1[nH]nc2c3c4c(sc3ncn12)CCCC4
0	99	17	-3	101	-2	98	0	-10	0	-4	COc1cccc(C(=O)NNC(=O)C(=O)N2CCCCC2)c1
-1	102	16	-8	101	-3	105	-2	-26	-6	-6	O=C(Cn1cnc2ccccc21)NC(c1ccccc1)c1ccccc1
-5	99	40	2	101	-1	100	-11	-11	-6	-9	Cc1nc(C)c(C(=O)Nc2ccc(Oc3ccccc3)cc2)o1
-2	99	7	0	98	-2	98	-3	-63	-3	0	CN(C)c1ccnc2sc(C(=O)c3ccccc3)c(N)c12
2	106	7	2	104	0	106	-4	40	0	-3	CCn1c(CSCc2ccc(C)cc2)nnc1SCC(=O)N1CCN(c2ccccc2)CC1
3	104	9	-1	99	3	106	-15	1	2	5	CSC1=C(C#N)C(c2ccccc2Cl)C2=C(N1)c1ccccc1C2=O (configuration not stated)
-1	93	5	0	95	-6	95	-2	-28	1	0	CC(C)C(C(=O)O)N1C(=O)/C(=C/c2cccn2C)SC1=S (configuration not stated)
-8	104	8	-1	101	0	102	-5	-33	-1	-4	CC(O)CNC(=S)Nc1ccccc1 (configuration not stated)
3	102	5	2	96	0	97	4	-131	-2	0	COc1ccc(NC(=O)NCc2cccn2C)c(OC)c1
-2	106	42	-4	124	-9	109	-2	-22	-3	-2	COc1cccc(C(=O)NC(=S)Nc2ccc3c4c(cccc24)CC3)c1
-2	102	13	-2	100	-2	100	-3	-18	-5	-2	Cc1c(C(=O)OC(C)C)[nH]c2c1C(=O)CC(C)(C)C2
-8	101	44	-2	102	-7	100	-13	-26	-8	-11	COC(=O)c1c(NC(=O)CSc2nnnn2-c2ccccc2)sc2c1CCC(C(C)(C)C)C2 (configuration not stated)
0	102	20	1	100	-2	99	-3	-3	0	-6	Cc1cccc(OC(=O)CCN2C(=O)C3C4C=CC(C5CC45)C3C2=O)c1C (configuration not stated)
-1	105	10	-3	102	0	102	0	-25	-1	-1	Cc1[nH]c2ccccc2c1C(=O)CN1CCC(C)CC1
0	98	19	-2	100	-2	101	-1	-9	-2	-1	CC1CCc2cc(F)cc3c(O)c(C(=O)NCc4ccco4)c(=O)n1c23 (configuration not stated)
-6	123	55	-4	128	0	110	0	-2	-4	-1	COc1ccccc1C(=O)N(CN1CCCC1=O)c1cccc(Cl)c1
-6	100	7	-4	99	-6	99	-5	-19	-4	-1	Cc1ccc(OCC(=O)Nc2ccc3c(c2)OCO3)c([N+](=O)[O-])n1
-2	97	24	-2	100	-4	100	-9	-11	1	-1	CC(C)(C)Cc1nnc(NS(=O)(=O)c2ccc(F)cc2)s1
-2	102	25	1	100	-5	100	0	-36	-1	-3	O=C(COn1nnc2ccc(C(F)(F)F)cc21)Nc1nnc(-c2ccccc2)o1
-3	96	12	-8	100	-3	?	-6	-39	-6	-4	Cc1ccc(NCCC(=O)c2cccs2)cc1
0	85	38	1	100	-8	89	-6	-18	-3	-8	COc1cc(NC(=O)COC(=O)/C=C/c2c(C)nn(C3CCS(=O)(=O)C3)c2Cl)cc(OC)c1OC (configuration not stated)
-10	98	21	-8	97	-12	97	-11	-11	-14	-19	Cc1cc(C(=O)Nc2sc(C)c(-c3ccc(F)cc3)c2C(N)=O)no1
7	93	19	7	91	10	82	7	-15	9	4	N#CC1=C(N)OC2=C(CCC/C2=C/c2ccoc2)C1c1ccoc1 (configuration not stated)
0	104	12	0	102	0	?	-2	-22	-4	-5	CN1C(=O)S/C(=C/c2ccccc2OCc2ccc(C(=O)O)cc2)C1=O
0	105	10	-1	102	-5	100	-3	-19	-3	-7	CCOc1cccc(C(=O)NCc2ccccc2)c1
0	102	31	0	105	7	101	-5	5	-9	-12	CCc1c(C(=O)Nc2ccncc2)csc1C
-3	98	10	0	101	-1	?	-2	-13	-1	-5	COC(=O)c1cccc(Oc2cccc(Cl)n2)c1
-1	100	13	0	101	-4	97	-6	-2	0	-3	Cn1c(=O)n(C)c2cc(/C=N/NC(=O)c3ccncc3)ccc21
-3	100	21	-2	101	-5	102	-6	-9	-3	-5	N#Cc1ccccc1CSc1nnc(Cc2ccccc2)o1
-10	102	20	-7	101	-7	102	-8	-7	-2	-6	O=C(NNC(=O)c1ccc(SCC2CCCO2)c([N+](=O)[O-])c1)c1ccc(F)cc1 (configuration not stated)
-2	103	24	-3	100	-8	99	-7	23	-9	-8	CCOc1cccc(OCCOCCN2CCCC2)c1
-3	100	17	0	104	0	102	-2	-43	-4	-4	COC(=O)CCCn1c(C)cc(C(=O)CCl)c1C
1	95	30	1	96	-2	94	-1	-33	0	4	O=C1C(Nc2ccccc2)=C(N2CCCCC2)C(=O)c2ccccc21
2	104	10	2	112	3	98	3	-36	5	7	COc1cnc(-c2ccccn2)[nH]c1=O
-1	95	11	1	96	-4	94	-5	-32	-1	-8	CCOC(=O)C1(CCc2ccccc2)CCN(Cc2c(O)cccc2OC)CC1
0	100	33	-2	102	-8	103	-8	2	-6	-10	O=C(c1cnc2ccccn2c1=O)N1CCc2ccccc21
0	106	9	0	101	0	106	-1	7	-3	-5	C=CCN(c1ccc(C(=O)Nc2ccc(NC(C)=O)cc2)cc1)S(C)(=O)=O

Among those listed so far, these contain bromine:
Mcl-1 Bim block	RGS4-Gao reg	GSH fluor	Bim-Bcl-W	RGS8-Gao	Bim-Bcl-XL	RGS7-Gao	Bcl-B Bim block	Mcl1-Bid inh	Bcl-2 Bim block	Bfl-1 Bim block	smiles
1&3	87&98	19&23	0&6	95&97	0&5	90&98	-1&2	-50&11	1&7	1&5	CCOC(=O)c1c(CN2CCOCC2)n(C)c2cc(Br)c(O)c(CN(C)C)c12
-11	140	16	-3	143*[activator]	-5	133	-4	-26	-6	-5	N#Cc1nc(COc2ccc(Br)cc2)oc1NCCN1CCOCC1
